VLA-4 inh: inhibition in a human VLA-4 binding assay; P13612; VLA-4 expressing cells, ligand binding flow cytometry; inhibition, % (about 7 µM as worked out from the volumes in the protocol); actives 0.2% (n = 330,000); AID 2557; in the data active means inhibition above about 50%
Yeast superoxide: lowers age-related superoxide in aged yeast cells; S. cerevisiae aged cells, superoxide DHE fluorescence; active compounds read low; superoxide response (% of plate mean), % at 10 µM; actives 0.18% (n = 330,000); AID 2690;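 active means superoxide response under a set limit, about three screen SD below normal, cut at about 65% in these data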;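 further: yeast aged for seven days with compound at 30 °C before DHE staining; 100% = average MFI of all compound-treated wells on the plate with controls excluded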
GRK2 aptamer HTS: blocks RNA aptamer binding to human GRK2 | P25098 | bead flow cytometry, FAM-aptamer displacement from GRK2 | inhibition of aptamer binding, % at 10 µM | actives 0.59% (n = 330,000);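 active means inhibition of aptamer binding above 40%, roughly 3 SD of noise, on plates passing a quality check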;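 further: median bead fluorescence of bound FAM aptamer so fluorescent compounds give negative values; no value below 0 was filed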
Target sequence (P25098 whole entry, looked up): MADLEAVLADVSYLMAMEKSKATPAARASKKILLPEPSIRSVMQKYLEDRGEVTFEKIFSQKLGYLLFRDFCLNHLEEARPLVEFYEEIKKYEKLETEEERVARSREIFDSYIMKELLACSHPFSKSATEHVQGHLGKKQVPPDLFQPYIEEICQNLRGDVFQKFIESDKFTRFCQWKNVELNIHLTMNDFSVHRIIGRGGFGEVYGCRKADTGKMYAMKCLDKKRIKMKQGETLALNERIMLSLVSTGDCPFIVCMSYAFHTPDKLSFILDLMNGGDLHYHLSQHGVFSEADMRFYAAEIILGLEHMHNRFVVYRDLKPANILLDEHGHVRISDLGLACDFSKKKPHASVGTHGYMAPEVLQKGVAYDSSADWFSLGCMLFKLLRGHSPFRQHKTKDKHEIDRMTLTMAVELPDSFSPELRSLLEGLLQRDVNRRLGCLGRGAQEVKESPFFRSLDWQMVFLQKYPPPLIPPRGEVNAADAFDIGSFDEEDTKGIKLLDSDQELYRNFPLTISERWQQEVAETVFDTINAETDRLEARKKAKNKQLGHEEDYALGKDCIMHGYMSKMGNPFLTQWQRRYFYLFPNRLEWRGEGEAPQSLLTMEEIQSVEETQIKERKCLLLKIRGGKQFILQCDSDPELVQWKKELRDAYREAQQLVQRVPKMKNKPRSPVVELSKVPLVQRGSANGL
MEP2 TOR yeast: modulators of TOR pathway MEP2-GFP in S. cerevisiae; AID 2016; S. cerevisiae MEP2-GFP strain, flow cytometry GFP, 3 h; 100% = DMSO control level; actives 0.51% (n = 330,000); GFP response vs DMSO, % at 10 µM;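 active means GFP response versus DMSO above a set limit, roughly screen mean plus 3 SD, cut at about 180% in these data; inconclusive means fewer than 70 cells counted for a yeast strain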;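 further: median GFP fluorescence of the barcode-gated MEP2-GFP cells per well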
LAP4-GFP MLPCN: modulators of TOR pathway LAP4-GFP in S. cerevisiae. GFP response vs DMSO, % at 10 µM. actives 0.34% (n = 320,000). S. cerevisiae LAP4-GFP multiplex, flow cytometry GFP, 3 h; median GFP as percent of DMSO wells. AID 2023;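 active means GFP response vs DMSO above a set limit, about the screen mean plus 3 SD, cut at about 150% in these data; inconclusive means under 70 cell events counted for the yeast strain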
RPL19A-GFP yeast: modulators of TOR pathway RPL19A-GFP in S. cerevisiae; actives 0.3% (n = 330,000); S. cerevisiae RPL19A-GFP strain, flow cytometry, 3 h; active compounds read low; percent response vs DMSO, % at 10 µM;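 active means percent response vs DMSO below 50%; inconclusive means fewer than 70 events counted for the yeast strain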;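 further: median channel GFP fluorescence of the barcoded RPL19A-GFP strain; ratio of sample median GFP to plate DMSO average so 100% = DMSO; lower means less RPL19A-GFP as with rapamycin TOR inhibition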
CIT2-GFP yeast: yeast TOR pathway CIT2-GFP modulation | S. cerevisiae CIT2-GFP strain, flow cytometry, 3 h; 100 means same as DMSO wells | GFP response vs DMSO, % at 10 µM | actives 0.065% (n = 320,000);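 active means GFP response relative to DMSO above a set limit, near the screen mean plus 3 SD, cut at about 150% in these data; inconclusive means Fewer than 70 cells measured for a yeast strain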;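 further: ratio of well median GFP fluorescence to mean of DMSO wells on the plate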
AGP1-GFP MLPCN: modulators of TOR pathway AGP1-GFP in S. cerevisiae. S. cerevisiae AGP1-GFP multiplex flow cytometry, 3 h; GFP as percent of DMSO wells. AID 2066. GFP response vs DMSO, % at 10 µM. actives 0.02% (n = 320,000);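 active means GFP response relative to DMSO above a set limit, near screen average plus 3 SD, cut at about 150% in these data; inconclusive means fewer than 70 cells counted for the yeast strain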;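 further: median GFP channel fluorescence of the gated AGP1 strain per well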
* = called active by the depositor; ? = inconclusive; · = no result given; [ ] = dose if it differs, or a comment. Compounds were not picked by outcome; overall some 1.7% were active at least once.

SMILES	VLA-4 inh	Yeast superoxide	GRK2 aptamer HTS	MEP2 TOR yeast	LAP4-GFP MLPCN	RPL19A-GFP yeast	CIT2-GFP yeast	AGP1-GFP MLPCN
COc1ccc(NC(=O)Nc2cccc3c2O[C@H](CN(C)S(=O)(=O)c2ccc(F)cc2)[C@@H](C)CN([C@H](C)CO)C3=O)cc1	-4	93	2	98	90	99	87	92
Cn1cnc(S(=O)(=O)N2CCN(C(c3ccccc3)c3ccccc3)CC2)c1	6	104	0	105	103	103	107	102
Cc1c(NC(=O)C(C)Sc2n[nH]c(N)n2)c(=O)n(-c2ccccc2)n1C (stereo unspecified)	24	99	1	648*	196*	57	170*	149
O=C(Nc1ccccc1C(=O)NC1CCCC1)NC1CCCC1	9	104	3	98	96	98	96	103
Cc1sc2ncnc(SCC(=O)NC(C)(C)C)c2c1C	10	105	2	104	105	97	101	98
Cc1ccc(/C=N/Nc2cc(C)nc(N3CCOCC3)n2)cc1	9	104	1	105	109	105	98	104
O=C(NCc1ccco1)/C(=C/c1ccccc1F)NC(=O)c1ccccc1	13	100	1	104	93	100	98	103
Cc1cc(C)nc(-n2nc(C)c3c(C(=O)O)cc(-c4cccc(Br)c4)nc32)n1	2	80	1	100	105	97	105	105
O=C(N1CCOCCOc2ccccc2OCCOCC1)C(F)(F)F	-6	102	0	96	83	94	105	93
O=C(NCCc1ccc(F)cc1)c1cccc2c1C(=O)c1ccc(N3CCC(Cc4ccccc4)CC3)cc1S2(=O)=O	-471	97	5	96	93	97	101	98
COc1cc2[nH]c(=O)n(Cc3ccc(C(=O)NCCCN4CCC(C)CC4)cc3)c(=O)c2cc1OC	0	93	0	103	98	97	104	106
COc1ccc(C(C)=O)cc1CN1CCCCC1	10	109	0	103	96	102	90	107
Cn1c(=O)c2cnc(-c3ccc(C(F)(F)F)cc3)nc2n(C)c1=O	0	89	1	112	109	96	92	98
Cc1cc(Cl)ccc1NC(=S)NCc1cccs1	5	105	1	105	112	107	101	105
O=C(c1c[nH]c2ccc(F)cc2c1=O)N1CCCCCC1	7	99	0	107	97	106	105	105
COc1ccc(CCN(C)C(=O)c2cccc(S(=O)(=O)NCc3ccccc3)c2)cc1OC	10	95	0	104	100	101	98	105
CCOC(=O)c1nc(NNC(C)=O)sc1C	19	94	4	107	99	101	109	105
CC1CCCN(CCCNC(=O)C2CCC(CNS(=O)(=O)c3cccc4nsnc34)CC2)C1 (stereo unspecified)	-5	95	0	108	109	108	111	109
CSCCNC(=O)c1ccc(C(C)(C)C)cc1	-1	88	0	103	96	100	110	98
COc1cc(/C=N\NC(=O)c2ccccc2F)ccc1Oc1ccc([N+](=O)[O-])cn1	-2	102	4	98	111	98	93	105
CC1(C)C=C(c2ccc(C(=O)O)s2)CC(C)(C)N1	18	117	0	107	95	97	101	99
C=CCSc1nc(C)c(CC(=C)C)c(=O)[nH]1	13	92	1	100	100	102	102	103
CCCC1C(=O)Nc2ccccc2N1C(=O)c1cccc(C)c1 (stereo unspecified)	7	94	2	99	90	102	99	98
O=C(C1=C(O)C(=O)N(CCOCCO)C1c1cccc([N+](=O)[O-])c1)c1cccs1 (stereo unspecified)	4	105	5	96	100	96	93	99
Nc1c(N=Nc2ccccc2F)c(=O)[nH]n1-c1ccccc1	-9	91	3	125	105	101	103	101
Cc1ccccc1N(C(=O)c1snc(C(N)=O)c1N)C(C(=O)NCC1CCCO1)c1ccc(N(C)C)cc1 (stereo unspecified)	-5	88	0	104	91	94	101	87
CCOc1ccc(NC(=S)NC(=O)/C=C/c2ccco2)cc1	-2	87	4	92	88	99	95	94
CN(c1ccccc1)c1nc(N)c([N+](=O)[O-])c(NC2CCCCC2)n1	7	99	0	101	87	98	95	90
COCC(=O)N(CCc1ccc(OC)c(OC)c1)Cc1cc2cc(C)ccc2nc1Cl	10	99	0	100	100	98	98	106
O=C(CC(=O)Nc1ccc(F)cc1)Nc1ccc(F)cc1	1	115	0	115	97	102	104	100
O=C(CSc1ccc(Br)cc1)NC1CCCCCC1	-2	105	0	99	99	103	95	96
CC1CC2=C(NC(=S)NC2c2ccc(F)cc2)/C(=C/c2ccc(F)cc2)C1 (stereo unspecified)	7	106	2	89	95	99	98	101
COc1cc(/C=C/C(=O)O)cc(S(=O)(=O)N2CCCc3ccccc32)c1OC	6	98	0	101	107	99	106	106
Cc1csc(NC(=O)[C@@H]2CCCN2C(=O)c2cccs2)n1	8	89	8	89	111	101	87	106
COc1cc2[nH]c(=S)nc(NCc3cccc(Cl)c3)c2cc1OC	6	99	6	100	98	99	96	97
CCOC(=O)C(CC)Sc1nc2c(c(=O)[nH]c(=O)n2C)n1C/C=C(/C)Cl (stereo unspecified)	3	106	0	93	95	90	98	94
CCN(CC)S(=O)(=O)c1ccc(NC(=S)NC(=O)C(C)C)cc1	2	90	0	100	85	101	95	93
COC(=O)c1sc2ccccc2c1NC(=O)c1ccc(S(=O)(=O)N2CCCC(C)C2)cc1 (stereo unspecified)	12	96	0	103	95	99	91	94
CC(=O)SC(C)CC(=O)NCc1ccccc1 (stereo unspecified)	-1	108	0	98	95	98	91	94
O=C(/C=C/c1ccccc1)c1ccc2c(c1)OCO2	7	90	1	92	108	96	88	96
O=C(O)c1ccccc1NS(=O)(=O)c1ccc2c(c1)OCCO2	0	95	5	99	99	99	103	109
CC(=O)c1cccc(OCc2cc(C(=O)N3CCC(N4CCCCC4)CC3)no2)c1	-105	90	0	108	96	100	98	101
CCN(CC)CC(=O)Nc1sc2c(c1C(=O)c1ccccc1C)CCC2	-13	111	0	97	111	99	102	100
C=CCNC(=O)c1ccc(CN(c2ccc(OCC)cc2)S(=O)(=O)c2ccc(C)cc2)cc1	2	104	2	111	96	101	113	103
O=C(Cn1c(=O)c2cccn2c2ccccc21)NCCc1ccc(Cl)cc1	5	111	0	184*[may fluoresce violet]	98[may fluoresce violet]	41*[may fluoresce violet]	?	20[may fluoresce violet]
CCc1c(C)nc(N2CCN(Cc3ccc4c(c3)OCO4)CC2)[nH]c1=O	2	107	1	101	93	103	105	103
CCc1cc(=O)oc2c(C)c(O)c(CN(C)C)cc12	13	103	0	106	92	98	100	101
C=CCn1c(C(C)NC(=O)c2cccc(C)c2)n[nH]c1=S (stereo unspecified)	5	95	3	104	97	107	105	104
CCn1ncc(Cl)c1C(=O)NC(=S)Nc1ccccc1Br	-4	101	0	105	90	101	105	97
O=C(C1CCN(C2CCN(CC3CC=CCC3)CC2)CC1)N1CCOCC1 (stereo unspecified)	2	86	0	100	106	100	105	99
O=C(NCCCN1CCOCC1)c1cc(-c2ccc(Br)cc2)on1	8	88	1	102	99	96	89	104
O=C(N/N=C/c1ccc(OC(=O)c2ccco2)cc1)c1ccncc1	-6	103	5	100	68	106	88	90
O=C(c1cc(F)c(F)cc1Cl)N1CCN(CCc2ccccc2)CC1	12	102	2	110	99	100	100	102
Cc1cc(F)ccc1NC(=O)c1ccc(NS(=O)(=O)c2cc(C(C)(C)C)ccc2C)cc1	11	104	5	109	97	103	114	105
Cc1ccccc1C(=O)Nc1ccc(CN2CCOCC2)cc1	0	100	0	99	99	101	104	105
O=C(NCC1CCCO1)c1ccc(Cl)c(S(=O)(=O)N2CCCCC2)c1 (stereo unspecified)	0	98	6	99	102	107	104	103
COc1cc(OC)cc(-c2nnc(SCC(=O)N(C(C)C)C(C)C)o2)c1	13	85	2	110	106	101	101	111
Cc1ccnc(N2CCCC(C(=O)NCc3cccs3)C2)n1 (stereo unspecified)	-2	101	2	108	106	102	105	107
CCCC(=O)Nc1nnc(CC(=O)N2CCCC2)s1	-9	90	0	99	100	101	96	102
O=P(O)(CCc1ccccc1)C(O)c1ccccc1 (stereo unspecified)	-1	99	3	104	100	99	106	99

Continuation:
SMILES	VLA-4 inh	Yeast superoxide	GRK2 aptamer HTS	MEP2 TOR yeast	LAP4-GFP MLPCN	RPL19A-GFP yeast	CIT2-GFP yeast	AGP1-GFP MLPCN
N#CC1=C(N)OC2=C(C(=O)CCC2)C1c1cccs1 (stereo unspecified)	11	106	3	103	100	100	104	100
CC(=O)Nc1ccc(S(=O)(=O)N2CCN=C2SCc2ccc(C)cc2)cc1	-12	94	1	107	110	100	96	100
Cc1ccccc1C(=O)Nc1cccc(NC(=O)c2ccccc2[N+](=O)[O-])c1	-8	110	0	103	84	102	109	98
C=CC[C@@H](CC(=O)N[C@@H](CO)Cc1ccccc1)C(=O)N[C@H](COC(=O)[C@@H](CC=C)Cc1ccc(F)cc1)Cc1ccccc1	6	86	0	95	92	92	83	93
CC(=O)N1CCc2c(sc(NC(=O)C3CCN(S(=O)(=O)c4cccs4)CC3)c2C(N)=O)C1	2	116	1	101	103	101	89	108
CCOC(=O)c1c(CN2CCOCC2)oc2ccc(OC)cc12	-12	109	0	103	98	96	88	97
O=C(Nc1ccc(S(=O)(=O)Nc2cnc3ccccc3n2)cc1)c1ccc(Cl)cc1Cl	-3	105	1	94	98	90	93	99
CCOCCCNC(=O)CN1C(=O)c2cccc3cccc1c23	8	108	0	96	93	101	99	98
CC(C)c1cc(C(=O)Nc2ccc3c(c2)OCO3)no1	32	88	0	91	114	95	88	92
CCN(C(=O)c1ccco1)c1nc(CC(=O)Nc2ccc(Cl)cc2)cs1	4	90	0	102	118	96	90	95
C=CCc1c(C)nc(C)nc1N/N=C/c1ccc([N+](=O)[O-])cc1	-5	106	1	112	103	·	103	108
OCCC1CN(Cc2ccccc2-c2ccco2)CCN1Cc1ccsc1 (stereo unspecified)	1	104	0	92	105	97	93	103
COc1ccccc1C(=O)NC(=O)COC(=O)CCOc1ccccc1C	5	97	0	100	111	104	108	112
O=C(CSc1ncn[nH]1)Nc1c(F)cc(F)cc1Br	2	94	1	104	104	102	106	101
N/C(CN1CCCC1=O)=N\OC(=O)c1ccc(Cl)cc1	0	97	0	114	106	111	112	118
CC(NC(=O)/C=C/c1cnc2ccccc2n1)C12CC3CC(CC(C3)C1)C2 (stereo unspecified)	-4	107	0	114	105	108	111	107
O=C(O)C(Nc1nc(C(F)(F)F)nc2ccccc12)c1ccccc1 (stereo unspecified)	0	100	0	111	100	105	107	102
COc1ccc(CC(=O)N2CCN(c3ccccc3F)CC2)cc1OC	-12	90	1	106	103	101	106	103
CN(C)C=Nc1ccccc1C1C=NNC1=O (stereo unspecified)	-1	103	3	103	113	100	98	106
O=C(COc1ccccc1)NCC(c1ccco1)N1CCN(c2ccccc2F)CC1 (stereo unspecified)	9	101	2	111	98	95	101	100
CC(C)C(=O)Nc1cccc(NC(=O)CCN2C(=O)c3ccccc3S2(=O)=O)c1	11	97	0	95	94	94	93	95
CCOC(=O)c1ccc(NC(=S)NCCCN2CCCCC2)cc1	-1	99	0	104	96	95	·	102

Quoted from the entries so far for reference:
SMILES	VLA-4 inh	Yeast superoxide	GRK2 aptamer HTS	MEP2 TOR yeast	LAP4-GFP MLPCN	RPL19A-GFP yeast	CIT2-GFP yeast	AGP1-GFP MLPCN
CN(C)C=Nc1ccccc1C1C=NNC1=O (stereo unspecified)	-1	103	3	103	113	100	98	106
O=C(COc1ccccc1)NCC(c1ccco1)N1CCN(c2ccccc2F)CC1 (stereo unspecified)	9	101	2	111	98	95	101	100
CC(C)C(=O)Nc1cccc(NC(=O)CCN2C(=O)c3ccccc3S2(=O)=O)c1	11	97	0	95	94	94	93	95
CCOC(=O)c1ccc(NC(=S)NCCCN2CCCCC2)cc1	-1	99	0	104	96	95	·	102
